# FBW7 activator: activators of human E3 ligase FBW7; 0.13% of 650,000 active; normalized activity (activation), % at 26.1 µM; AlphaScreen FBW7–phospho-cyclin E peptide binding, activator screen; in the data active means normalized activity above about 1.9%;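 further: purified mutant Fbw7 with reduced substrate affinity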
# Target sequence (Q969H0 whole entry, looked up): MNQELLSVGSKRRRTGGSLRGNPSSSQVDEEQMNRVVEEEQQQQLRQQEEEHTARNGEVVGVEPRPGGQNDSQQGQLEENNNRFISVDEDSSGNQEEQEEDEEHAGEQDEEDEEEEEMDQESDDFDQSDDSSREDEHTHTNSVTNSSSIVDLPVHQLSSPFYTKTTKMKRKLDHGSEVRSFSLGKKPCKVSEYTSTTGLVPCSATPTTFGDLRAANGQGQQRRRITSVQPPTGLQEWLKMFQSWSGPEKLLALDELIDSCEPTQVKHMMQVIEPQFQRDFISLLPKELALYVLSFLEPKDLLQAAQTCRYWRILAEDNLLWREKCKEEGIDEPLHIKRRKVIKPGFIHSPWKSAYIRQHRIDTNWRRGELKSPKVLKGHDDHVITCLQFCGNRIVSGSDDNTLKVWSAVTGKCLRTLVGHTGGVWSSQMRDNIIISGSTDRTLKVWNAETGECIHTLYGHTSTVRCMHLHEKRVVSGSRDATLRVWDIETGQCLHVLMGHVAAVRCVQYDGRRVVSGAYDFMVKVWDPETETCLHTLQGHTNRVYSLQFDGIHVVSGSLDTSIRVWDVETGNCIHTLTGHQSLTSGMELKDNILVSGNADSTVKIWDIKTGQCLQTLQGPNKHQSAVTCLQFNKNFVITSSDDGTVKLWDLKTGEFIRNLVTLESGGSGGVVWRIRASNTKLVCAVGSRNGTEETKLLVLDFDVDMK
# MITF inh: human MITF inhibition, primary screen; O75030; AlphaScreen MITF homodimerization, bead proximity signal; inhibition, % at 2.6 µM; 0.91% of 650,000 active; AID 1259374; in the data active means inhibition above about 50%;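 further: 0% = vehicle wells with protein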
# TEAD-YAP inh: TEAD-YAP interaction inhibition | inhibition, % at 9.12 µM | HEK-TIYL cells, TEAD-Gal4/YAP UAS-luciferase luminescence | 1.4% of 640,000 active | AID 1259422; in the data active means inhibition above about 32%;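 further: 0% = median of test compound wells and 100% = reference inhibitor wells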
# GPR151 activ: activators of human GPR151; activation, % at 11.2 µM; AID 1508602; 1% of 650,000 active; PathHunter beta-arrestin GPR151 cells, luminescence; Q8TDV0; in the data active means activation above about 4.9%;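 further: 0% = median of compound wells and 100% = cells with positive control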
# * marks the source's active call; other numbers are inactive results; nt = not tested or not shown.
# Order of results: FBW7 activator	MITF inh	TEAD-YAP inh	GPR151 activ
Cc1cc(NC(=O)CCN2CCN(C/C=C/c3ccccc3)CC2)ccc1Br
 : 0.0	3	15	1.0
CN(C)CCNC(=O)c1ccc(I)cc1
 : -0.1	-6	3	1.0
CCOc1ccc(NC(=O)CN(C)CC(=O)Nc2ccc(Cl)c(Cl)c2)cc1
 : 0.1	1	9	-0.1
CCNCCCNCCCCNCCCNCC
 : 0.2	-63	nt	-0.4
COC(CNc1cc(-c2cccc(C(F)(F)F)c2)nc(C)n1)OC
 : 0.0	-9	0	-0.8
NC(=O)c1nc(-c2ccc3ncccc3c2)nc2c1[nH]c(=O)n2CCc1ccccc1
 : 0.0	-9	0	0.2
CCOC(=O)c1c(C)n(-c2ccccc2)c2ccc(OC(=O)c3ccc(S(=O)(=O)N(CC)CC)cc3)cc12
 : -0.1	0	-18	0.1
Cc1cc(C(=O)Nc2ccc(Cl)cn2)ccc1[N+](=O)[O-]
 : 0.0	1	-39	2.1
COCCCNCCCCOc1cc(C(C)C)ccc1C
 : -0.1	35	3	-0.6
CC(C)(C)c1ccc(C(=O)Oc2coc(CSc3ncccn3)cc2=O)cc1
 : -0.1	19	-5	-1.5
O=C(O)c1cc([N+](=O)[O-])c(NCc2ccccc2)c([N+](=O)[O-])c1
 : -0.1	6	7	0.6
Cc1ccc(NCN2C(=O)C3C4CCC(C4)C3C2=O)cc1Cl (stereo not given)
 : 0.0	9	-1	-1.1
CC1CC2(C)CC(C)C1(COC(=O)Nc1ccccc1)CO2 (stereo not given)
 : 0.1	6	-3	2.4
Cc1ccc(NC(=O)CN(c2cccc(C(F)(F)F)c2)S(=O)(=O)c2ccccc2)cc1C
 : 0.9	39	10	0.7
CCCNC(=O)c1c[nH]c2ccc(S(=O)(=O)N(CC)c3ccc(F)cc3)cc2c1=O
 : 0.2	-1	7	1.5
CC(=O)Nc1cccc(-c2nnc(SCC(=O)O)n2C)c1
 : 0.0	4	2	0.1
COc1ccc(/C(O)=C2\C(=O)C(=O)N(c3nnc(C)s3)C2c2ccc(Cl)cc2)cc1 (stereo not given)
 : 0.1	13	-3	-1.0
CCc1ccc(C2CC(=O)Nc3ccc4ccccc4c32)cc1 (stereo not given)
 : -0.2	8	11	0.0
Cc1ccc(NC(=O)c2c(N)c(C(=O)c3ccccc3)n3ccccc23)cc1
 : 0.0	9	-10	-1.3
Cc1ccc(/C(=N\O)c2ccccc2C(=O)O)cc1C
 : 0.0	14	2	-1.0
COc1ccc(/C=C(\S)C(=O)O)cc1
 : -0.2	7	1	0.6
C=C(C)CN(CC)Cc1ccc([N+](=O)[O-])cc1
 : -0.3	28	6	-0.4
O=C(N/N=C/c1ccccc1)c1ccc([N+](=O)[O-])cc1Cl
 : -0.1	-3	-11	0.7
COc1ccc(C(=O)NNC(=O)c2cccc(C)c2O)cc1OC
 : 0.0	-5	-6	0.4
O=C1/C(=C/c2cn(Cc3ccccc3Cl)c3ccccc23)SC(=Nc2ccccc2)N1C1CCCC1
 : 1.1	13	4	0.1
O=C1Nc2ccccc2/C1=C\c1cc(Cl)cc([N+](=O)[O-])c1O
 : -0.1	3	-12	1.6
C#CCNC(=O)c1cnc2scc(-c3ccc(Cl)s3)n2c1=O
 : 0.3	0	1	1.7
O=CNc1ccccc1OCc1ccccc1
 : -0.1	-12	-8	3.5
COc1cccc(N(CC(=O)N2CCC(C(N)=O)CC2)S(=O)(=O)c2ccc(C)cc2)c1
 : 0.1	6	-6	1.2
CCCNC(=O)c1ccccc1NS(=O)(=O)c1ccc(Br)cc1
 : 0.4	3	12	-2.0
O=[N+]([O-])c1ccc(N2CCN(C/C=C/S(=O)(=O)c3ccccc3)CC2)cc1
 : -0.1	2	12	1.1
COc1ccc(S(=O)(=O)Nc2ccc3c(c2)CN(C(C)=O)CC3)cc1F
 : -0.1	-18	7	-0.9
COC(=O)c1ccccc1NC(=O)c1ccccc1Cl
 : 0.3	18	-3	-0.6
Clc1ccc(-c2cnc(NC3CCCCC3)nc2)cc1
 : -0.2	20	-48	0.1
O=C(Oc1cccc(/C=N/NC(=O)c2ccccn2)c1)c1ccc([N+](=O)[O-])cc1
 : 0.0	17	-40	-1.0
COc1ccc(N2C(=O)CSC23C(=O)N(CC(=O)NCCc2ccccc2)c2ccccc23)cc1 (stereo not given)
 : -0.5	8	17	-0.5
O=C1OC(CC(=O)c2ccccc2)C(Br)=C1Oc1ccccc1 (stereo not given)
 : 0.6	10	12	0.4
Cc1ccc(NC(=O)c2ccc3c(c2)N(CC(=O)N2CCCC2)C(=O)C(C)(C)O3)cc1
 : 0.0	-7	-3	-0.1
O=[N+]([O-])c1ccc(S(=O)(=O)N2CCN(Cc3ccc4c(c3)OCO4)CC2)cc1
 : -0.6	-11	0	0.3
COc1cc(CN2CCN(C(=O)C(c3ccccc3)c3ccccc3)CC2)cc(OC)c1O
 : -0.1	34	2	-0.6
Cc1ccccc1C(=O)Nc1ccc([N+](=O)[O-])c(C)c1C
 : 0.2	2	-24	-1.9
COc1ccccc1-c1c(C)nn2c(N)c(-c3ccc(Cl)cc3)cnc12
 : -0.1	-9	-4	-0.5
C=CCn1c(C)cc(C(=O)CSc2nnc(NC(C)C)s2)c1C
 : -0.4	-4	-12	-1.3
N#Cc1ccc(OCc2nnc3n2CCCCC3)cc1
 : 0.1	-3	4	-0.5
CCOc1ccc2nc(Cl)c(CN(C(=O)c3cnccn3)C3CCCC3)cc2c1
 : -0.1	-1	-4	-0.8
COc1ccc2cc(CN(CCCN(C)C)C(=O)Nc3ccc(F)cc3)c(=O)[nH]c2c1
 : 0.2	26	5	-0.5
CC(C)(O)C#Cc1ccc(C(=O)N2CCN(c3ccc([N+](=O)[O-])cc3)CC2)cc1
 : 0.0	6	4	2.2
O=C(NCc1ccccc1)c1cc(Sc2ccccc2Cl)nc2ccccc12
 : 0.0	4	1	-0.2
CC(C)NC(=S)N1CCCN(c2ncccc2[N+](=O)[O-])CC1
 : 0.2	-19	-4	-0.1
Cc1ccc(N2CC(C(=O)NCCc3ccccc3)CC2=O)cc1Cl (stereo not given)
 : -0.1	11	-5	0.5
O=C(N/N=C/c1ccc(F)cc1)C(=O)Nc1ccccn1
 : 1.5	22	4	-1.2
Cc1ccc(-c2nnc(-c3cc4ccccc4oc3=O)o2)cc1
 : 1.4	-1	1	0.2
CCOc1ccccc1C(=O)Nc1ccsc1C(=O)OC
 : 0.1	0	55*	0.7
COc1ccc(C(=O)Cn2c(Br)nc3c2c(=O)n(C)c(=O)n3C)cc1
 : 0.0	14	11	0.7
CN(CC(=O)Nc1ccc(F)c(F)c1F)C(=O)[C@@H]1CCCN1C(=O)c1cccs1
 : 0.3	6	2	1.8
CCN(CC)c1ccc(CN2CCc3nc(C)[nH]c(=O)c3C2)c(OC)c1
 : -0.3	10	4	-1.0
Cc1cccc(-c2noc(CCCC(=O)NC(C)C)n2)c1
 : 0.3	8	-1	-2.1
O=C(O)c1ccc(CNC(=O)c2ccc(Br)o2)cc1
 : 0.3	9	4	0.2
CCN(CC)S(=O)(=O)c1ccc(N2CCCC2)c(NC(=O)CC(C)(C)C)c1
 : 0.1	11	8	-1.1
COCCOc1nc2ccccc2nc1C
 : -0.1	-2	14	0.7

# Following part:
# Order of results: FBW7 activator	MITF inh	TEAD-YAP inh	GPR151 activ
O=C(Cc1ccccc1)Nc1cnn(-c2cccc(C(=O)N[C@H]3CCc4ccccc43)c2)c1
 : -0.1	13	6	-0.9
Oc1oc(-c2cccc3ccccc23)nc1C=Nc1ccc(F)cc1
 : 0.0	-6	-5	1.1
C=CCOc1ccc(/C(O)=C2\C(=O)C(=O)N(c3nc(C)c(C(=O)OC)s3)C2c2ccc(Cl)cc2)c(C)c1 (stereo not given)
 : 0.0	11	-4	-0.5
CC(C)=CCN1CCNC(=O)C1CC(=O)N(C)CCC1CCOCC1 (stereo not given)
 : -0.1	2	-16	-1.1
O=C(Nc1ccc(NC(=O)c2ccccc2Cl)nc1)c1ccncc1
 : -0.1	1	-7	-0.6
CC(Cc1ccccc1)N=Cc1cc(-c2ccccc2)oc1O (stereo not given)
 : 0.1	19	-13	2.6
COc1ccccc1NC(=O)c1ccc(NS(=O)(=O)c2ccccc2[N+](=O)[O-])cc1
 : -0.2	2	-6	1.0
CN1CCC(O)(c2ccc3c(c2)CN(CCc2ccccc2)CCO3)CC1
 : -0.1	-6	-7	1.2
COc1ccc(C2=NN(CC(=O)NCCN3CCCCCC3)C(=O)CC2)cc1
 : 0.2	0	5	-0.1
CCCCS(=O)(=O)N1CCC(c2nnc(CC)s2)CC1
 : -0.2	0	-5	1.1
CC1CCCC/C1=N\NC(=O)CCC(=O)Nc1ccc(Br)cc1 (stereo not given)
 : 0.1	14	8	-1.0
CCC(C)NCCOCCOc1ccc(Br)cc1C (stereo not given)
 : 0.2	28	4	0.5
CC(=O)c1c(C)[nH]c(C(=O)NCCCN2CCN(c3ccccc3F)CC2)c1C
 : -0.3	9	10	2.2
NC(=O)c1c(NC(=O)c2ccc(Br)cc2)sc2c1CCCCC2
 : -0.1	5	-25	0.0
C=C(C)C(C)(O)C#CCN1CCOCC1 (stereo not given)
 : 0.4	18	-6	-0.8
COc1cccc(NC(=O)CSc2nccn3nc(-c4ccccc4)cc23)c1
 : 0.2	4	-8	1.6
Cc1ccc(CN2CCC(C3(Cc4ccccc4F)NC(=O)NC3=O)CC2)s1 (stereo not given)
 : -0.1	5	8	0.5
NNC(=O)CNC(=O)c1ccc(S(=O)(=O)N2CCCCC2)cc1
 : 0.3	18	12	0.1
CCCCOC(=O)COc1ccc2ccc(=O)oc2c1
 : 0.3	-1	-32	1.9
Cc1ccc(/C=N/n2nnnc2N)cc1
 : 0.8	-3	13	-1.0
O=S(=O)(NCC1CCCO1)c1ccc(Cl)cc1 (stereo not given)
 : 0.2	-1	-2	-1.4
CCNC(=O)c1nc[nH]c1C(=O)NCC
 : -0.1	7	4	1.3
Cn1c(N)c(C(=O)c2cc(-c3ccccn3)nc3ccccc23)c(=O)[nH]c1=O
 : -0.2	5	-9	-0.1
c1ccn2c(SCc3ccc4c(c3)OCO4)nnc2c1
 : 0.2	9	-26	-1.9
COc1ccc(C(C)=O)cc1CSc1ccc2c(c1)OCCO2
 : -0.1	4	-10	0.4
Cc1ncc2c(c1CNC(=O)C1CCCO1)CCN(C(=O)c1ccc(N3CCCC3)cc1)C2 (stereo not given)
 : -0.1	6	-2	-1.3
COc1ccc(-n2c(SC(C(C)=O)C(C)=O)nc3ccccc32)cc1
 : 0.1	3	-2	1.1
OC(CN1C=CC(C(F)(F)F)=NCC1)C(F)(F)F (stereo not given)
 : -0.4	-3	-7	-0.2
CC(=O)N1CCc2cc(Br)cc(S(=O)(=O)NCc3ccc4c(c3)OCO4)c21
 : 0.1	20	-10	1.1
CC(C)(C)c1oc(C(=O)O)cc1COCC(F)(F)F
 : -0.1	17	13	-0.4
CCOn1c(=O)c[n+]([O-])c2ccccc21
 : -0.1	2	4	4.1
N#CCC(=O)Nc1ccc(C(=O)OCC(=O)N(C2CCCCC2)C2CCCCC2)cc1
 : -0.1	-7	11	-1.0
Cc1ccn2c(CN(C)Cc3csc(C)n3)c(C(=O)N3CCCCCC3)nc2c1
 : 0.0	-16	-10	1.1
c1nc(N2CCOCC2)c2sc3nc(N4CCOCC4)c4c(c3c2n1)CCCC4
 : 0.3	16	7	-1.5
CCOC(=O)C(C(=O)NCCCN1CCOCC1)C1CCCCC1 (stereo not given)
 : 0.0	7	9	2.6
CCOC(=O)C1=C(c2ccccc2)N=c2s/c(=C/c3ccc(-c4cccc(C(F)(F)F)c4)o3)c(=O)n2C1c1ccc(F)cc1 (stereo not given)
 : 0.3	-4	-4	3.0
Cc1nn(-c2ccccc2)c(Oc2ccc(F)cc2)c1/C=N/n1cnnc1
 : -0.1	-11	1	0.2
CCN(CC)C(=O)C1c2ccccc2Oc2ccccc21
 : -0.1	-1	4	1.2
Cc1ccc(S(=O)(=O)n2nc(OC(=O)c3ccc(F)cc3)cc2N)cc1
 : 0.0	9	2	1.6
COc1ccc(NC(=O)Cn2c(CO)nc3ccccc32)cc1Cl
 : -0.1	0	7	0.5
O=C(C(Cc1ccccc1)NS(=O)(=O)c1cccs1)N1CCc2ccccc21 (stereo not given)
 : -0.1	-8	7	0.9
CCc1cn[nH]c1C1CCN(C(=O)Cc2c(F)ccc(F)c2F)CC1
 : 0.1	9	6	-0.9
O=C(NCC1CCCN1S(=O)(=O)c1ccccc1)C(=O)Nc1cccc(F)c1 (stereo not given)
 : -0.1	-1	-24	-1.1

# Bioassay records: PubChem, The Scripps Research Institute Molecular Screening Center
